FBW7 activator: FBW7 E3 ligase activators, primary screen, biochemical, AlphaScreen, human; F-box/WD repeat-containing protein 7 (Homo sapiens), Q969H0; normalized activity (activation), % at 26.1 µM; AlphaScreen FBW7–phospho-cyclin E peptide binding, activator screen; 650,000 compounds, 0.13% hits; AID 1259310, 2017; in the data active = normalized activity above about 1.9%;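 also: purified mutant Fbw7 with reduced substrate affinity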
MITF inh: MITF inhibitors, primary screen, biochemical, AlphaScreen, human. 650,000 compounds, 0.91% hits. Microphthalmia-associated transcription factor (Homo sapiens), O75030. AID 1259374, 2018. AlphaScreen MITF homodimerization, bead proximity signal. inhibition, % at 2.6 µM; in the data active = inhibition above about 50%;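 also: 0% = vehicle wells with protein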
Target sequence (O75030 whole entry, looked up): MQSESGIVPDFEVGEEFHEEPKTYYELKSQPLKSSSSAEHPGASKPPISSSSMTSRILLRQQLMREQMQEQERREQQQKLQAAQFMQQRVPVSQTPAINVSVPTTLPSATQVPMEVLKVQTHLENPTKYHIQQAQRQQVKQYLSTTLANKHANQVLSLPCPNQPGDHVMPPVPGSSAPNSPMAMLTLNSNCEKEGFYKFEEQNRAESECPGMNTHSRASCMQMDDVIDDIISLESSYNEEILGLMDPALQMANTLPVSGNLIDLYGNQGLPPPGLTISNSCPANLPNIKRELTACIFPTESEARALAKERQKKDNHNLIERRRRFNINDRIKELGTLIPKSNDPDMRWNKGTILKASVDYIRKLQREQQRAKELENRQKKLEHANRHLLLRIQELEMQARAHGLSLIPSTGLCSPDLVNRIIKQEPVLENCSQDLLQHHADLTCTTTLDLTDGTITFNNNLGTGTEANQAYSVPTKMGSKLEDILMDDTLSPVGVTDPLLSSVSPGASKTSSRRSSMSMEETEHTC
GPR151 activ: activators of human GPR151, primary screen, cell-based, PathHunter beta-arrestin, luminescence; G-protein coupled receptor 151 (Homo sapiens), Q8TDV0; activation, % at 11.2 µM; AID 1508602, 2020; PathHunter beta-arrestin GPR151 cells; 650,000 compounds, 1% hits; in the data active = activation above about 4.9%;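 also: 0% = median of compound wells and 100% = cells with positive control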
Target sequence (Q8TDV0 whole entry, looked up): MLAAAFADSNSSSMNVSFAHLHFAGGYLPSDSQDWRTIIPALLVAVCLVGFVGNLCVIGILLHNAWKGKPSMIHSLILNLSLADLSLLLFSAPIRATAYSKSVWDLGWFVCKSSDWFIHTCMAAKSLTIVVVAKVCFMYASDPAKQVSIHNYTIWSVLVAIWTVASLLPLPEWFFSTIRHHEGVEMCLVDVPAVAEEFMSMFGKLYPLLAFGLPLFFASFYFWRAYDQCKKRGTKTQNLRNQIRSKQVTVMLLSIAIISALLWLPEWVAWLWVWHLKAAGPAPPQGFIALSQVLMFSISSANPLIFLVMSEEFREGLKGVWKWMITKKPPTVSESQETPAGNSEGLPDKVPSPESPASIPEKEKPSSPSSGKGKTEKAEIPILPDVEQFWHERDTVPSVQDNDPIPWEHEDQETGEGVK
TEAD-YAP inh: TEAD-YAP interaction inhibition, primary screen, TEAD-YAP interaction inhibitor project, luminescence, HEK-TIYL cells; TEAD-Gal4/YAP UAS-luciferase luminescence; 640,000 compounds, 1.4% hits; inhibition, % at 9.12 µM; in the data active = inhibition above about 32%;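 also: 0% = median of test compound wells and 100% = reference inhibitor wells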
Active calls of the source: *; & = joins results of further samples.

item	Molecule	FBW7 activator	MITF inh	GPR151 activ	TEAD-YAP inh
1	O=C(/C=C/c1ccco1)Nc1cccc(NC(=O)/C=C/c2ccco2)n1	-0.1	82*	-1.4	-48
2	COc1ccccc1CNC(=O)c1cn(-c2ccc(C)c(C)c2)c(=O)c2ccccc12	-0.1	0	-1.5	3
3	CC(=O)NNC(=S)NC(=O)c1ccc([N+](=O)[O-])cc1	0.0	11	-0.7	-6
4	COc1ccc(C(=O)NC2CCc3ccccc32)cc1OC1CCN(C(C)=O)CC1 (stereo not given)	-0.2	-6	-0.5	1
5	CC(C)C(C)(C#N)NC(=O)CSc1nnc2ccccn12 (stereo not given)	0.1	8	-1.0	4
6	CCOc1ccc(N2C(=O)CC(N3CCN(Cc4ccc5c(c4)OCO5)CC3)C2=O)cc1 (stereo not given)	-0.1	13	1.2	-1
7	COc1cc(/C=C2\C(=O)NC(=O)N(c3ccc(O)cc3)C2=O)ccc1O	-0.1	-3	-0.6	4
8	CCc1cccc2c1N(C(C)=O)C(=O)/C2=C1\SC(N)=NC1=O	0.1	-1	0.0	-8
9	CC(=O)N1N=C(c2cccs2)CC1c1ccc(Cl)o1 (stereo not given)	0.6	15	0.6	3
10	CC(C)(C)Nc1c([N+](=O)[O-])cc([N+](=O)[O-])c2nonc12	-0.3	6	0.4	5
11	CCCn1c(-c2ccco2)n[nH]c1=S	0.0	5	-0.4	10
12	CN(C)S(=O)(=O)c1ccc(C(=O)Nc2ccc(Cc3ccc(NC(=O)c4ccc(S(=O)(=O)N(C)C)cc4)cc3)cc2)cc1	0.1	6	-0.5	-2
13	CCOc1ccccc1N1C(=O)C2C3c4ccccc4C(CO)(c4ccccc43)C2C1=O (stereo not given)	-0.1	-16	-1.8	2
14	CCN(C(=O)Cc1cccc(F)c1)c1nc2c(s1)CCc1occc1-2	-0.1	3	-0.1	-3
15	COc1ccc(CNC(=O)c2cc3n(n2)C(C(F)(F)F)CC(c2ccc(OC)c(OC)c2)N3)cc1 (stereo not given)	0.3	6	-0.3	-2
16	O=C(N/N=C/c1ccc([N+](=O)[O-])cc1)C(=O)N1CCCC1	0.0	-11	0.2	-8
17	CCOC(=O)c1sc2nc(SCC(=O)C(C)(C)C)n(Cc3ccccc3Cl)c(=O)c2c1C	0.0	-19	0.5	-7
18	Cc1ccccc1OCC(=O)Nc1ccc(-c2nc3cc(Cl)ccc3o2)cc1	0.2	1	0.7	-1
19	CS(=O)(=O)N(CC(=O)NCC1CCCO1)c1ccc(Cl)c(C(F)(F)F)c1 (stereo not given)	0.4	-14	0.6	-3
20	Cc1ccccc1Cn1c(C)c(CNCc2cccc(Cl)c2)c(C(=O)O)c1C	0.0	17	0.0	-8
21	Cn1c(=N)n(CC(O)c2ccc(Cl)c(Cl)c2)c2ccccc21 (stereo not given)	-0.1	-5	0.4	-16
22	Cc1cccc(C(=O)Nc2ccc3nc(SCC(=O)Nc4ccccc4[N+](=O)[O-])sc3c2)c1	1.4	3	-0.9	-10
23	CN1CCN(C(=O)c2ccc(-c3nc4ncnc(NCc5nc6ccccc6[nH]5)c4[nH]3)cc2)CC1	-0.2	8	-1.0	-8
24	O=C(Nc1cccc(N2CCC(NCc3cc4cc(F)ccc4[nH]3)CC2)c1)C1CC1	-0.1	15	0.1	6
25	COc1ccnc(N2CCN(c3ccc4cccc(-c5cccc(C#N)c5)c4n3)CC2)n1	0.2	4	2.0	-7
26	CCN(CC)S(=O)(=O)c1nnc(NC(=O)c2cccc([N+](=O)[O-])c2)s1	0.0	7	-1.2	-24
27	Nc1cccc2c1C(=O)N(c1ccc3ccccc3c1)C2=O	2.4*	1	0.2	-54
28	CCOC(=O)C1=CN(C)C=C(C(=O)OCC)C1c1ccc(OC)c(OC)c1OC	0.2	5	-0.5	-14
29	CC(C)(CC1=NS(=O)(=O)c2ccccc2N1)CC1=NS(=O)(=O)c2ccccc2N1	-0.1	-1	-0.6	3
30	COc1ccc2c(c1)c(CC(=O)NCc1cccnc1)c(C)n2C(=O)c1ccc(Cl)cc1	0.0	12	-0.7	13

Entries of single compounds from above. Screens in order: FBW7 activator	MITF inh	GPR151 activ	TEAD-YAP inh
`Nc1cccc2c1C(=O)N(c1ccc3ccccc3c1)C2=O` as listed: 2.4*	1	0.2	-54
`CC(=O)N1N=C(c2cccs2)CC1c1ccc(Cl)o1` (stereo not given) as listed: 0.6	15	0.6	3
`CCOc1ccccc1N1C(=O)C2C3c4ccccc4C(CO)(c4ccccc43)C2C1=O` (stereo not given) as listed: -0.1	-16	-1.8	2
`CN1CCN(C(=O)c2ccc(-c3nc4ncnc(NCc5nc6ccccc6[nH]5)c4[nH]3)cc2)CC1` as listed: -0.2	8	-1.0	-8

Two neighbouring entries out of the list so far, quoted:
item	Molecule	FBW7 activator	MITF inh	GPR151 activ	TEAD-YAP inh
1	O=C(/C=C/c1ccco1)Nc1cccc(NC(=O)/C=C/c2ccco2)n1	-0.1	82*	-1.4	-48
2	COc1ccccc1CNC(=O)c1cn(-c2ccc(C)c(C)c2)c(=O)c2ccccc12	-0.1	0	-1.5	3

Next section
item	Molecule	FBW7 activator	MITF inh	GPR151 activ	TEAD-YAP inh
31	CCOc1ccc(C(CC(=O)O)NC(=O)C(CC)c2ccccc2)cc1 (stereo not given)	-0.1	-4	-1.2	-4
32	CCOC(=O)N1CCN(CC(O)COc2ccc(Cl)cc2Cl)CC1 (stereo not given)	-0.1	-2	-0.3	0
33	Cc1ccc(-c2nnn(CC(=O)Nc3cnc4ccccc4c3)n2)o1	1.3	15	-0.5	0
34	CCOc1ccc2nc(SCC(=O)NCc3ccccc3)[nH]c2c1	0.0	-3	2.7	0
35	Cn1cc(C(=O)Nc2ccc(F)c(Cl)c2)nn1	0.1	-8	-0.7	-46
36	CCCC(c1nnnn1Cc1ccco1)N1CCN(Cc2ccccc2)CC1 (stereo not given)	0.2	4	0.4	-2
37	CCn1c(SCC(=O)NCCc2ccccc2)nc2c1c(=O)n(C)c(=O)n2C	0.0	-9	-1.2	-2
38	CCOC(=O)C1=C(C(=O)OCC)SC(=C2C(=S)C(C)(C)N(C(=O)CC)c3ccc(OCC)cc32)S1	-0.1	11	0.4	10
39	COc1cc([N+](=O)[O-])ccc1NC(=O)C(=O)c1c(C)n(C)c2ccccc12	0.8	8	1.8	8
40	CCN(CC)C(=O)NC1(C(F)(F)F)Oc2ccccc2O1	0.1	25	1.3	-4
41	Cc1ccc(C(=O)O)cc1N=Cc1c(C)[nH]n(-c2ccccc2)c1=O	-0.1	8	0.0	9
42	CCn1c(=O)c2cc(C(=O)NCCOC)sc2c2ccccc21	-0.2	2	0.0	-15
43	C=CCN1C(=O)S/C(=C/c2ccc(Cl)s2)C1=O	0.1	0	-0.1	-30
44	CN(C)c1ccc(NC2CC(=O)N(c3ccc(F)cc3)C2=O)cc1 (stereo not given)	0.0	1	0.1	-6
45	O=C1N=C(N2CCOCC2)S/C1=C1\C(=O)N(Cc2ccccc2F)c2ccccc21	-0.1	8	2.8	8
46	COc1cc2ccccc2cc1C(=O)Nc1nc(-c2cccs2)cs1	0.1	-3	-1.4	-34
47	OC(COc1ccc(CNCCc2cnccn2)cc1)CN1CCc2ccccc2C1 (stereo not given)	-0.1	-11	-1.1	5
48	CCOC(=O)c1c(NC(=O)CCc2ccccc2)sc(C(=O)Nc2ccccc2OC)c1C	-0.2	-9	2.3	-7
49	COc1cc(Cl)cc(OCC(C)Nc2cc(Cl)ncn2)c1 (stereo not given)	-0.2	24	-0.2	-3
50	c1ccc(CN2CCC(Nc3ncnc4nc(Nc5ccc6ncccc6c5)[nH]c34)CC2)cc1	-0.1	-1	1.8	5
51	Cc1c(C(=O)N2CCC(Cc3ccccc3)CC2)sc2ncnc(N3CCN(c4ccccn4)CC3)c12	-0.2	-12	0.6	20
52	COc1ccc(N2C(=O)/C(=C\N3CCCCC3)c3ccccc3C2=O)cc1	0.1	23	-0.9	-5
53	NC(=O)Cn1cnc2c(nnn2-c2cccc(Cl)c2)c1=O	0.5	8	-1.0	0
54	Cc1nc(C(F)(F)F)c(C(=O)NCc2ccc(Cl)cc2)s1	0.0	3	0.4	-4
55	CCOc1ccc(Nc2nc(Nc3ccc(OCC)cc3)nc(Sc3nc4ccccc4[nH]3)n2)cc1	-0.3	-10	1.6	11
56	COc1ccc(-n2c(CSc3nc(C)cc(C)n3)nnc2SC)cc1	-0.2	0	2.8	-17
57	COc1cc(C)c(S(=O)(=O)NC2CC(C)(C)NC(C)(C)C2)cc1C(C)C	-0.1	1	-1.5	2
58	CCOC(=O)C1C(=O)CC(C)(O)C(C(=O)OCC)C1c1cccc(OC(F)(F)C(F)F)c1 (stereo not given)	-0.1	7	0.7	6
59	CCc1nn2c(N3CCC(O)CC3)cc(C)nc2c1-c1ccc(F)cc1	0.3	13	-0.4	0
60	O=C(Nc1ccccc1C(=O)O)c1ccc(N2C(=O)c3cccc([N+](=O)[O-])c3C2=O)cc1	0.0	-7	-4.7	2

Individual results from the results shown.
For GPR151 activ, #23 shows -1.0
For FBW7 activator, #59 shows 0.3
For GPR151 activ, #44 shows 0.1
For FBW7 activator, #52 shows 0.1
For FBW7 activator, #54 shows 0.0

Next part
item	Molecule	FBW7 activator	MITF inh	GPR151 activ	TEAD-YAP inh
61	COc1nc(Oc2nc(OC)nc(N3CCOCC3)n2)nc(N2CCOCC2)n1	0.4	0	1.5	-5
62	Cc1sc2ncn3c(SCC(=O)N4CCCCCC4)nnc3c2c1C	0.4	4	-0.6	2
63	C/C(=N\NC(=O)c1ccc(CN2CCOCC2)cc1)c1cccc(Br)c1	0.5	19	-0.8	10
64	COc1cccc(C2CC(c3cccs3)=NN2C(=O)CSc2nnc(CNC(=O)c3ccco3)n2-c2cccc(Cl)c2)c1OC (stereo not given)	0.0	11	1.9	17
65	CCCCNC(=O)CCn1c(=O)[nH]c2ccsc2c1=O	0.0	-6	0.1	-5
66	COc1cc(C(NC(=O)CCl)NC(=O)CCl)ccc1OCC(C)C	0.1	3	-0.2	21
67	NCCNCCOCCOc1ccc(Cl)cc1	-0.2	27	1.6	2
68	Cc1ccc(C(=O)Nc2ccccc2)cc1S(=O)(=O)NC1CCCCC1	0.1	-2	0.6	-8
69	O=C(NCc1ccccc1)c1cccc(N2CCN(Cc3ccc4c(c3)OCO4)CC2)n1	-0.1	12	-0.2	3
70	COC(=O)c1ccccc1S(=O)(=O)N1CCC(CO)(Cc2ccccc2)CC1	0.0	-4	0.3	-7
71	CC1CN(c2ncnc3c2c(-c2ccccc2)cn3-c2cccc(Cl)c2)CC(C)O1 (stereo not given)	-0.1	1	0.6	-8
72	Cc1ccc(NC(=O)/C(=C/c2cccs2)NC(=O)c2cccs2)cc1	0.1	14	4.4	2
73	Cc1cc(C)nc(/N=C(\NC(=O)C(C)(C)C)Nc2ccccc2)n1	0.0&-0.1	14&-3	0.3&0.4	-7&-3
74	O=C(CSc1n[nH]c(-c2cccnc2)n1)Nc1ccc(Br)cc1	-0.2	-4	0.5	-2
75	COc1ccc(-c2cc(C(F)(F)F)n3ncc(C(=O)NC(C)c4ccccc4)c3n2)cc1OC (stereo not given)	-0.1	-5	0.1	1
76	COc1ccc(N(CC(=O)NCc2ccccc2)C(=O)CCC(=O)Nc2ccccn2)cc1	-0.1	-1	0.2	4
77	COc1ccc(N(C(C)C(=O)Nc2ccccc2C)S(C)(=O)=O)cc1 (stereo not given)	0.6	10	-1.9	14
78	NC(=O)N/N=C/c1cc(Br)cc(Br)c1O	-0.2	13	1.8	0
79	CCc1ccc(CN(C(=O)c2ccc(OC)cc2)C2CCS(=O)(=O)C2)cc1 (stereo not given)	0.0	7	0.8	-2
80	COc1cc(/C=C\c2[nH]c(=O)[nH]c(=O)c2[N+](=O)[O-])ccc1OCC(=O)O	0.0	10	-1.7	6
81	C/C(=C\C(=O)c1ccc(C)o1)Nc1cccc(F)c1	-0.1	13	0.6	3
82	CC1CCCC(C)N1S(=O)(=O)c1ccc(S(=O)(=O)NC2CCCC2)cc1 (stereo not given)	0.0	-5	1.2	3
83	CN1CCN(CC(=O)Nc2ccc([N+](=O)[O-])cc2Br)CC1	0.0	18	-1.6	4
84	CCC(C)NC(=O)CN1CCN(Cc2cccc(C)c2)C1=O (stereo not given)	0.1	-1	-0.2	2
85	CC(C)(C)c1ccc(C(=O)NCC(=O)N/N=C/c2ccc([N+](=O)[O-])o2)cc1	0.2	14	-1.8	10
86	O=C(CSc1nc(N2CCCCC2)nc(N2CCCCC2)n1)NC1CCCCC1	-0.1	-3	0.2	-7

Screening results as filed in PubChem.
